High-throughput results from PubChem BioAssay.
Efflux pump mplx: inhibitors of Candida antifungal efflux pumps expressed in yeast; S. cerevisiae Candida pump triplex, Nile Red efflux; 330,000 tested, 0.44% active; inhibition, % at 10 µM; AID 485275;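 active = plate passing quality check with inhibition over a set limit, or well fluorescence over plate mean plus 4 SD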;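 also: Nile Red retained in pooled yeast measured as flow cytometry median fluorescence; 0% = buffer negative control and 100% = Enniatin B positive control; higher means more Nile Red kept so more efflux inhibition; some compounds called inactive have numbers as strong as hits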
PP5 primary: inhibitors of human protein phosphatase 5 (PP5) | P53041 | purified PP5c, OMFP substrate fluorescence | inhibition, % at 6.7 µM | 320,000 tested, 0.18% active | AID 1987;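 active = inhibition above the campaign's mean inhibition across all tested compounds plus 3 SD, cut at about 9.5% in these data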;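 also: 0% = DMSO only and 100% = 100 µM cantharidin control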
PP1 counter: counter-screen for PP5 inhibitors: inhibitors of human PP1-alpha | P62136 | purified PP1alpha, OMFP fluorescence | inhibition, % at 6.7 µM | 320,000 tested, 0.9% active;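 active = inhibition above the mean inhibition of all tested compounds plus 3 SD, computed separately for each screening campaign, cut at about 15% in these data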
CTSL1 counter: cathepsin L1 inhibition, PFM18AAP counter-screen | recombinant F. hepatica cathepsin L1, Z-Leu-Arg-MCA fluorescence | inhibition, % at 5.96 µM | 300,000 tested, 0.49% active | AID 1906;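 active = inhibition above the mean of all tested compounds plus 3 SD, set per screening campaign, cut at about 17% in these data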;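 also: 0% = plate median of test compound wells and 100% = 1 µM Z-Phe-Ala-diazomethylketone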
EBNA-1 inhibitor: blocks EBNA-1 binding to DNA. 300,000 tested, 0.34% active. EBNA-1 DNA binding, fluorescence polarization. inhibition, % at 14.8 µM; in the data active = inhibition above about 28%
core dimer inh: HCV core protein dimerization inhibition. TR-FRET GST/Flag-core106 dimerization, 1536-well. inhibition, % at 5 µM. 300,000 tested, 0.33% active. AID 1899;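 active = inhibition above the mean of all tested compounds plus 3 SD, set per screening campaign, cut at about 45% in these data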
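Assay system: GST-tagged and Flag-tagged HCV core protein residues 1-106 / Times: compound-protein-antibody incubation 4 h at 22.5 °C / Signal: time-resolved FRET, ex 340 nm, em 617 and 671 nm / Evaluation: % inhibition based on acceptor/donor emission ratio / Benchmarks: wells lacking GST-core106 and wells with excess unlabelled core106 / Repeats: singlicate, one well per compound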
TPT1 inh: blocks Candida albicans tRNA 2'-phosphotransferase; recombinant caTPT1, FP RNA substrate dephosphorylation; inhibition, % at 5 µM; 300,000 tested, 0.81% active;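 active = inhibition above the mean of all tested compounds plus 3 SD, set per screening campaign, cut at about 24% in these data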;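 also: plate controls were DMSO alone for no effect and ferristatin control at 100 nM for full effect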
ZTA DNA inh: counter-screen for EBNA-1 inhibitors: inhibitors of Epstein-Barr virus ZTA; AID 2234; inhibition, % at 11 µM; 320,000 tested, 0.15% active; ZTA-DNA binding, fluorescence polarization; P03206; in the data active = inhibition above about 33%
Target sequence (P03206 whole entry, looked up): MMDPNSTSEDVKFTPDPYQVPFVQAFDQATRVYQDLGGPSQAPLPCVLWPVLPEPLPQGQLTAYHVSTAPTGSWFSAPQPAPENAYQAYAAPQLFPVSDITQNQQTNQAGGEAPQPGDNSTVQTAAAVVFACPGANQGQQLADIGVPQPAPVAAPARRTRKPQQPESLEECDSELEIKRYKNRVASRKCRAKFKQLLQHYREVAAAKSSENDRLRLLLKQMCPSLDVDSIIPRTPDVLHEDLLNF
PREPL inhibitor: human PREPL enzyme inhibition; inhibition, % at 5.96 µM; 320,000 tested, 0.68% active; recombinant PREPL, fluorescence polarization activity-based probe; Q4J6C6; in the data active = inhibition above about 43%;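 also: 0% = enzyme with DMSO and 100% = wells lacking enzyme; many of its hits are not listed in these tables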
Target sequence (Q4J6C6 whole entry, looked up): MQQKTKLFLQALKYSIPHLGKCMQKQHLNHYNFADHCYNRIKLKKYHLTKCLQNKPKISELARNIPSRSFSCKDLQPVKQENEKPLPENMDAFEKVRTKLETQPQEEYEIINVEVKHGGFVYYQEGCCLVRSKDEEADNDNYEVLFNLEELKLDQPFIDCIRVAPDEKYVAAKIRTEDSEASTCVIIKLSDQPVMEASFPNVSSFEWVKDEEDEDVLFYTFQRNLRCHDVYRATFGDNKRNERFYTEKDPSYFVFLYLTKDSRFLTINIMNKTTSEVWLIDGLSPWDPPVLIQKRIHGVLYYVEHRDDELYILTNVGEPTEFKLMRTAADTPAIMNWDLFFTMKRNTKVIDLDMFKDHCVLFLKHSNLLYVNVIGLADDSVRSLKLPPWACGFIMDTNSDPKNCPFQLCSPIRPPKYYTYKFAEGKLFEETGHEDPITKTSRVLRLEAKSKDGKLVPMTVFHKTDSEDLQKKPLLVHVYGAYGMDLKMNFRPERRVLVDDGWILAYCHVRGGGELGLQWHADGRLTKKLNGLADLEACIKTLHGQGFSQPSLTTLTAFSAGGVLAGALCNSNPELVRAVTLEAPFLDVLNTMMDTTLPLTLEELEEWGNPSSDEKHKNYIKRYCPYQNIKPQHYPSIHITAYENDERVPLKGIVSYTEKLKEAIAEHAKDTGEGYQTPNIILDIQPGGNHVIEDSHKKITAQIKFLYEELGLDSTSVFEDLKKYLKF
* = called active by the depositor. A portion of the library; count on the stated rates, not on these rows.

For O=C(O)C1CSC(c2ccco2)N1 (stereo not given) the results were Efflux pump mplx -0.1, PP5 primary -1.1, PP1 counter -1, CTSL1 counter -5, EBNA-1 inhibitor 13, core dimer inh 1, TPT1 inh -3, ZTA DNA inh 3 and PREPL inhibitor -3.
Screening COC(=O)Cc1[nH]nc2c1C(c1ccc(O)c(OC)c1)C(C#N)=C(N)O2 (stereo not given) returned Efflux pump mplx -0.1, PP5 primary -3.7, PP1 counter -1, CTSL1 counter -2, EBNA-1 inhibitor 1, core dimer inh 3, TPT1 inh 3, ZTA DNA inh 10 and PREPL inhibitor 2.
Cc1ccc(N(CC(=O)Nc2ccc(Br)c(C)c2)S(=O)(=O)c2c(C)[nH]c(=O)[nH]c2=O)cc1 was read as Efflux pump mplx 0.0, PP5 primary 4.7, PP1 counter 0, CTSL1 counter -5, EBNA-1 inhibitor 6, core dimer inh 8, TPT1 inh -1, ZTA DNA inh 6 and PREPL inhibitor 31.
Screening COc1ccc(NS(=O)(=O)c2ccc3oc(SCc4ccc(F)cc4)nc3c2)cc1 returned Efflux pump mplx 0.1, PP5 primary 3.5, PP1 counter 3, CTSL1 counter 4, EBNA-1 inhibitor 6, core dimer inh 10, TPT1 inh 0, ZTA DNA inh 12 and PREPL inhibitor -11.
`CCc1nnc(NS(=O)(=O)c2ccc(NCc3ccccc3O)cc2)s1` gave Efflux pump mplx -0.1, PP5 primary 1.0, PP1 counter 2, CTSL1 counter -3, EBNA-1 inhibitor 1, core dimer inh -10, TPT1 inh -4, ZTA DNA inh 4 and PREPL inhibitor -1.
For CN(CC(=O)N1CCN(c2ccc(F)cc2)CC1)S(=O)(=O)c1ccc2c(c1)c(=O)n(C)c(=O)n2C the results were Efflux pump mplx -0.1, PP5 primary -4.1, PP1 counter 0, CTSL1 counter 5, EBNA-1 inhibitor -5, core dimer inh -1, TPT1 inh -6, ZTA DNA inh -24 and PREPL inhibitor 6.
For CC(C)c1ccccc1NC(=S)NCc1ccccc1F the results were Efflux pump mplx 0.0, PP5 primary 2.3, PP1 counter 0, CTSL1 counter -2, EBNA-1 inhibitor -2, core dimer inh 0, TPT1 inh 0, ZTA DNA inh 0 and PREPL inhibitor -5.
For CC(C)Oc1cc(NC(=O)CSCC(=O)Nc2cccc(C(F)(F)F)c2)c(Cl)cc1Cl the results were Efflux pump mplx 0.0, PP5 primary 4.0, PP1 counter 4, CTSL1 counter -1, EBNA-1 inhibitor -7, core dimer inh -2, TPT1 inh 3, ZTA DNA inh -14 and PREPL inhibitor 1.
For O=C(CCC(=O)NNC(=O)COc1ccc(Br)cc1Br)NCc1ccccc1 the results were Efflux pump mplx 0.0, PP5 primary -0.5, PP1 counter 2, CTSL1 counter -4, EBNA-1 inhibitor 6, core dimer inh 1, TPT1 inh -3, ZTA DNA inh 10 and PREPL inhibitor -11.
O=C(CN1CCN(C/C=C/c2ccccc2)CC1)NC(=O)NC1CCCCC1 was read as Efflux pump mplx 0.1, PP5 primary -4.3, PP1 counter 3, CTSL1 counter 1, EBNA-1 inhibitor -5, core dimer inh 6, TPT1 inh 2, ZTA DNA inh 7 and PREPL inhibitor 16.

Structural class: the compounds so far containing an aryl methoxy group
Screening COC(=O)Cc1[nH]nc2c1C(c1ccc(O)c(OC)c1)C(C#N)=C(N)O2 (stereo not given) returned Efflux pump mplx -0.1, PP5 primary -3.7, PP1 counter -1, CTSL1 counter -2, EBNA-1 inhibitor 1, core dimer inh 3, TPT1 inh 3, ZTA DNA inh 10 and PREPL inhibitor 2.
Screening COc1ccc(NS(=O)(=O)c2ccc3oc(SCc4ccc(F)cc4)nc3c2)cc1 returned Efflux pump mplx 0.1, PP5 primary 3.5, PP1 counter 3, CTSL1 counter 4, EBNA-1 inhibitor 6, core dimer inh 10, TPT1 inh 0, ZTA DNA inh 12 and PREPL inhibitor -11.

Next part.
`CCNC(=O)CC1C(=O)N(c2ccc(F)cc2)C(=O)N1Cc1ccccn1` (stereo not given) gave Efflux pump mplx 0.0, PP5 primary 1.1, PP1 counter -4, CTSL1 counter -3, EBNA-1 inhibitor 3, core dimer inh -3, TPT1 inh 0, ZTA DNA inh 5 and PREPL inhibitor 2.
O=C(CSc1nnc(-c2ccccc2F)n1C1CC1)NC(=O)c1cccc([N+](=O)[O-])c1 was read as Efflux pump mplx 0.0, PP5 primary -0.5, PP1 counter -2, CTSL1 counter -11, EBNA-1 inhibitor 7, core dimer inh -4, TPT1 inh 2, ZTA DNA inh 8 and PREPL inhibitor -1.
`CC(=O)N1CCN(S(=O)(=O)c2cccc(C(=O)Nc3ccccc3N3CCOCC3)c2)CC1` gave Efflux pump mplx 0.1, PP5 primary 0.4, PP1 counter 0, CTSL1 counter 13, EBNA-1 inhibitor -3, core dimer inh 0, TPT1 inh 0, ZTA DNA inh -3 and PREPL inhibitor 1.
C=CCNC1=C(Cl)C(=O)N(c2ccccc2Cl)C1=O was read as Efflux pump mplx 0.0, PP5 primary 1.0, PP1 counter -4, CTSL1 counter -2, EBNA-1 inhibitor 6, core dimer inh -7, TPT1 inh -1, ZTA DNA inh -1 and PREPL inhibitor -2.
`O=[N+]([O-])c1ccc(-c2nc3ccc([N+](=O)[O-])cc3[nH]2)cc1` gave Efflux pump mplx -0.1, PP5 primary 2.4, PP1 counter -2, CTSL1 counter 0, EBNA-1 inhibitor 5, core dimer inh 6, TPT1 inh -2, ZTA DNA inh 9 and PREPL inhibitor 28.
Screening Cc1cc(C)c(OCC(=O)OCC(=O)N2c3ccccc3CC2C)c(C)c1 (stereo not given) returned Efflux pump mplx -0.1, PP5 primary 2.2, PP1 counter -6, CTSL1 counter -10, EBNA-1 inhibitor -1, core dimer inh 2, TPT1 inh -1, ZTA DNA inh -8 and PREPL inhibitor 7.
For O=C(Nc1cccc(Cl)c1)NC1CCCCC1 the results were Efflux pump mplx 0.1, PP5 primary 1.9, PP1 counter 4, CTSL1 counter -5, EBNA-1 inhibitor 2, core dimer inh -5, TPT1 inh 1, ZTA DNA inh -12 and PREPL inhibitor 12.
Screening N#Cc1ccc(COC(=O)CC(NC(N)=O)c2ccc(Cl)cc2)cc1 (stereo not given) returned Efflux pump mplx 0.1, PP5 primary 3.4, PP1 counter 0, CTSL1 counter 5, EBNA-1 inhibitor -9, core dimer inh 3, TPT1 inh 0, ZTA DNA inh -6 and PREPL inhibitor -4.
Screening CCOc1ccc(CC(=O)NCc2cn3c(C)csc3n2)cc1 returned Efflux pump mplx -0.1, PP5 primary -0.9, PP1 counter -2, CTSL1 counter -4, EBNA-1 inhibitor 2, core dimer inh 5, TPT1 inh -4, ZTA DNA inh -3 and PREPL inhibitor 0.
CCc1ccc(NC(=O)Cn2c(=O)n(CCCC(=O)NCc3ccco3)c(=O)c3ccccc32)cc1 was read as Efflux pump mplx 0.1, PP5 primary 2.9, PP1 counter 6, CTSL1 counter 4, EBNA-1 inhibitor 25, core dimer inh 7, TPT1 inh 0, ZTA DNA inh 12 and PREPL inhibitor 4.

Fetched by compound from the list above, two records:
`CC(=O)N1CCN(S(=O)(=O)c2cccc(C(=O)Nc3ccccc3N3CCOCC3)c2)CC1` gave Efflux pump mplx 0.1, PP5 primary 0.4, PP1 counter 0, CTSL1 counter 13, EBNA-1 inhibitor -3, core dimer inh 0, TPT1 inh 0, ZTA DNA inh -3 and PREPL inhibitor 1.
CCc1ccc(NC(=O)Cn2c(=O)n(CCCC(=O)NCc3ccco3)c(=O)c3ccccc32)cc1 was read as Efflux pump mplx 0.1, PP5 primary 2.9, PP1 counter 6, CTSL1 counter 4, EBNA-1 inhibitor 25, core dimer inh 7, TPT1 inh 0, ZTA DNA inh 12 and PREPL inhibitor 4.

(list continues)
For O=C(CSc1ccccc1F)NCC1(N2CCCCC2)CCCCC1 the results were Efflux pump mplx 0.1, PP5 primary 0.5, PP1 counter -6, ZTA DNA inh 8 and PREPL inhibitor 28.
Screening COc1ccc(C(O)P(=O)(OCCC(C)C)c2ccc(N(C)C)cc2)cc1OC (stereo not given) returned Efflux pump mplx 0.1, PP5 primary 0.9, PP1 counter -3, CTSL1 counter -1, EBNA-1 inhibitor 4, core dimer inh 1, TPT1 inh -3, ZTA DNA inh -8 and PREPL inhibitor 4.
For Cc1ccc(NC(=O)/C(=C\C=C\c2ccccc2)NC(=O)c2ccccc2)cc1 the results were Efflux pump mplx 0.2, PP5 primary 0.8, PP1 counter 9, CTSL1 counter 5, EBNA-1 inhibitor 8, core dimer inh 34, TPT1 inh -2, ZTA DNA inh 15 and PREPL inhibitor -5.
CC(C)(C)NC(=O)CSc1nc(-c2ccccc2)c(-c2ccccc2)[nH]1 was read as Efflux pump mplx 0.0, PP5 primary 5.1, PP1 counter 1, CTSL1 counter 0, EBNA-1 inhibitor 9, core dimer inh -2, TPT1 inh -2, ZTA DNA inh 9 and PREPL inhibitor 18.
`O=C1C(Cl)=C(N2CCOCC2)C(=O)N1c1cccc(Cl)c1` gave Efflux pump mplx -0.1, PP5 primary 0.9, PP1 counter 1, CTSL1 counter 57*, EBNA-1 inhibitor -11, core dimer inh 1, TPT1 inh 2, ZTA DNA inh -7 and PREPL inhibitor 0.
For CCc1nnc(NC(=O)c2cc(-c3ccccc3)nn2-c2ccccc2)s1 the results were Efflux pump mplx 0.1, PP5 primary 2.6, PP1 counter 0, CTSL1 counter 4, EBNA-1 inhibitor 14, core dimer inh 2, TPT1 inh -3, ZTA DNA inh -2 and PREPL inhibitor -7.
`CCOC(=O)COc1c(OC)cc(Cl)cc1C1Nc2ccccc2C(=O)N1c1cccc(C)c1` (stereo not given) gave Efflux pump mplx 0.1, PP5 primary 4.3, PP1 counter 6, CTSL1 counter -1, EBNA-1 inhibitor -16, core dimer inh 14, TPT1 inh 0, ZTA DNA inh -6 and PREPL inhibitor 0.
CCc1ccc(NC(=O)Cn2cnc3c(=O)n(C)c(=O)n(C)c32)cc1 was read as Efflux pump mplx 0.0, PP5 primary 0.5, PP1 counter -3, CTSL1 counter 1, EBNA-1 inhibitor -1, core dimer inh -4, TPT1 inh -4, ZTA DNA inh 0 and PREPL inhibitor 10.
For COc1ccccc1NC(=O)CCc1nc2sc3c(c2c(=O)[nH]1)CCCC3 the results were Efflux pump mplx -0.3, PP5 primary 0.1, PP1 counter 3, CTSL1 counter 5, EBNA-1 inhibitor 0, core dimer inh 34, TPT1 inh 21, ZTA DNA inh -9 and PREPL inhibitor 25.
`Cc1csc(NC(=O)CSc2nc3ccccc3s2)n1` gave Efflux pump mplx -0.1, PP5 primary -0.2, PP1 counter 0, CTSL1 counter -6, EBNA-1 inhibitor 9, core dimer inh 2, TPT1 inh -1, ZTA DNA inh 3 and PREPL inhibitor -27.
CCC1(c2ccccc2)NC(=O)N(CC(=O)Nc2cc(S(=O)(=O)N3CCCCC3)ccc2N(C)C)C1=O (stereo not given) was read as Efflux pump mplx 0.0, PP5 primary 0.4, PP1 counter 1, CTSL1 counter 0, EBNA-1 inhibitor -2, core dimer inh 6, TPT1 inh 0, ZTA DNA inh -9 and PREPL inhibitor 15.
Screening CCOc1cccc(-c2cc(C(=O)N/N=C/c3ccc(OC)c(CN4CCOCC4)c3)c3ccccc3n2)c1 returned Efflux pump mplx 0.0, PP5 primary 4.0, PP1 counter 3, CTSL1 counter 9, EBNA-1 inhibitor -3, core dimer inh 6, TPT1 inh -2, ZTA DNA inh 11 and PREPL inhibitor 5.
`Cc1cccc(NC(=O)CNC(=O)c2ccc3c(c2)OCO3)n1` gave Efflux pump mplx 0.1, PP5 primary -0.2, PP1 counter 0, CTSL1 counter -1, EBNA-1 inhibitor 2, core dimer inh 1, TPT1 inh 4, ZTA DNA inh 9 and PREPL inhibitor -3.
For C/C(N)=C(/C#N)C(=O)COC(=O)c1cc(-c2cccc3ccccc23)nc2ccccc12 the results were Efflux pump mplx -0.2, PP5 primary -1.6, PP1 counter 1, CTSL1 counter 0, EBNA-1 inhibitor 10, core dimer inh 6, TPT1 inh -7, ZTA DNA inh 9 and PREPL inhibitor 0.
